Screens (PubChem BioAssay)
GSTO1 inh = counter-screen for RBBP9 inhibitors: inhibitors of human GSTO1. recombinant GSTO1, activity-based probe fluorescence polarization. inhibition, % at 5.96 µM. hit rate 1.1% among 300,000;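 active = inhibition above the campaign mean inhibition plus 3 SD, cut at about 35% in these data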;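 also: 0% = GSTO1-1 with DMSO and 100% = wells lacking GSTO1-1 enzyme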
Target sequence (P78417 whole entry, looked up): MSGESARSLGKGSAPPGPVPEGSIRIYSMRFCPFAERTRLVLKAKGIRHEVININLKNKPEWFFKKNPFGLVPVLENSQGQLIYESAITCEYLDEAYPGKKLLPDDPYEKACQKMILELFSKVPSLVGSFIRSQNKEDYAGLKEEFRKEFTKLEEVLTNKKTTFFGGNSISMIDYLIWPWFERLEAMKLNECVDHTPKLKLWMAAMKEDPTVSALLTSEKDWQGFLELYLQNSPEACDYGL
pPAFAH inh = inhibitors of human plasma PAF acetylhydrolase (pPAFAH). Q13093. recombinant pPAFAH, FP-rhodamine probe fluorescence polarization. inhibition, % at 3.39 µM. hit rate 1.5% among 330,000. AID 463082;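 active = inhibition above the mean inhibition across the screen plus 3 SD, cut at about 25% in these data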;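 also: inhibitors block binding of the rhodamine activity-based probe so polarization drops; 0% = enzyme with DMSO and 100% = wells lacking pPAFAH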
Target sequence (Q13093 whole entry, looked up): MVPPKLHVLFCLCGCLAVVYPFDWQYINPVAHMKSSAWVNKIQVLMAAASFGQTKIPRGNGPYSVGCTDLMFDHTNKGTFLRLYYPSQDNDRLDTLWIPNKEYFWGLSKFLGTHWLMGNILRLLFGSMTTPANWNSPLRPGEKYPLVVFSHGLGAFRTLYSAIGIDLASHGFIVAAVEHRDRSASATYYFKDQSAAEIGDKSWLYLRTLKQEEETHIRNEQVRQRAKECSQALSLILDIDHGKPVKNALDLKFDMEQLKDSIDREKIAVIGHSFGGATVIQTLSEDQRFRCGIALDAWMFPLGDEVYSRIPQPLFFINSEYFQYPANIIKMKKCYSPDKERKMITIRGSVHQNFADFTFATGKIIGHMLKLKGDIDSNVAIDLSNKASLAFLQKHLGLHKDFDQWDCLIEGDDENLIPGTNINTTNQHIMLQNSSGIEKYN
PAD4 FP inh = inhibitors of human PAD4 | Q9UM07 | recombinant PAD4, RCA probe fluorescence polarization | inhibition, % at 6.36 µM | hit rate 0.41% among 330,000;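 active = percent inhibition above a cutoff equal to the mean of all tested compounds plus 3 SD, cut at about 15% in these data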;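 also: 0% = PAD4 with RCA probe and DMSO and 100% = probe without PAD4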
PAFAH1B2 inh = PAFAH1B2 (human) inhibition. P68402. recombinant PAFAH1B2, FP-rhodamine activity probe, fluorescence polarization. inhibition, % at 3.39 µM. hit rate 1.2% among 340,000;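 active = inhibition above the mean of all tested compounds plus 3 SD, cut at about 24% in these data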;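 also: 0% = enzyme with DMSO and 100% = wells lacking PAFAH1B2; many of its hits are not listed in these tables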
Target sequence (P68402 whole entry, looked up): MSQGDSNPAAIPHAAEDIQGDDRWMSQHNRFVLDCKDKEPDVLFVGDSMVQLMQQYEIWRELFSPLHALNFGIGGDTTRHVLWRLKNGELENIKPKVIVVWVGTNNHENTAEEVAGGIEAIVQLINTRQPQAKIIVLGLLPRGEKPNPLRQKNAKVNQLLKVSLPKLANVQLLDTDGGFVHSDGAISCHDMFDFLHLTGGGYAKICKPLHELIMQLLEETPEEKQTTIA
LYPLA1 inh = counter-screen for PME1 inhibitors: inhibitors of human LYPLA1; inhibition, % at 5.9 µM; O75608; recombinant LYPLA1, FP-Rh probe fluorescence polarization; hit rate 0.16% among 320,000;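 active = inhibition above the mean of all tested compounds plus 3 SD, set per campaign, cut at about 14% in these data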;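 also: inhibitors block serine hydrolase probe labeling of LYPLA1 so polarization falls; 0% = enzyme with DMSO and 100% = wells lacking LYPLA1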
PAFAH1B3 FP inh = blocks human PAF acetylhydrolase 1B catalytic subunit 3 | Q15102 | recombinant PAFAH1B3, FP-rhodamine probe, fluorescence polarization | inhibition, % at 3.39 µM | hit rate 0.28% among 340,000;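 active = inhibition above the screen-wide average of all tested compounds plus 3 SD, cut at about 25% in these data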;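 also: 0% = enzyme with DMSO only and 100% = wells lacking PAFAH1B3 protein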
PREPL inh = human PREPL enzyme inhibition. recombinant PREPL, fluorescence polarization activity-based probe. Q4J6C6. hit rate 0.68% among 320,000. inhibition, % at 5.96 µM; in the data active = inhibition above about 43%;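 also: 0% = enzyme with DMSO and 100% = wells lacking enzyme; many of its hits are not listed in these tables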
LYPLA2 inh = blocks human lysophospholipase 2, a PME1 counter-screen | O95372 | recombinant LYPLA2, FP-Rh probe fluorescence polarization | inhibition, % at 5.9 µM | hit rate 0.38% among 320,000 | AID 2177;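 active = inhibition above the screen-wide mean plus 3 SD, limit set per campaign, cut at about 26% in these data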;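 also: 0% = LYPLA2 with DMSO and 100% = wells lacking LYPLA2 enzyme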
PAFAH2 FP inh = inhibitors of human PAFAH2 | inhibition, % at 3.39 µM | hit rate 0.99% among 340,000 | recombinant PAFAH2, FP-rhodamine activity probe, fluorescence polarization;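 active = inhibition above the mean over all tested compounds plus 3 SD, cut at about 30% in these data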;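 also: inhibitors block probe labeling of enzyme so polarization drops; 0% = enzyme with DMSO and 100% = wells lacking PAFAH2 protein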
* hit, by the source's call; . = not tested or not shown. An excerpt; rates above refer to the full screens.

no. | SMILES | GSTO1 inh | pPAFAH inh | PAD4 FP inh | PAFAH1B2 inh | LYPLA1 inh
1 | CCOc1ccccc1CNC(CC)CO (centres undefined) | 2 | 4 | 4 | -1 | -3
2 | CC(C)C[C@H]1CN=C(N(C)C)N1CCc1cccc(F)c1 | . | 1 | -6 | 1 | .
3 | C[C@H](CO)NC(=O)[C@H](C)[C@H]1C[C@]1(C)[C@H](NC(=O)OCc1ccccc1)c1ccccc1 | 1 | 6 | 3 | 6 | -2
4 | CCN(CCO)C(=O)C(c1ccccc1)c1ccccc1 | -9 | 5 | -4 | 2 | 3
5 | CC(CN1CCOCC1)OC(=O)c1ccc2c(c1)OCCO2 (centres undefined) | 7 | 3 | -3 | 4 | -1
6 | Cc1ccc(/C=C/C(=O)N2CC(C)CC(C)C2)o1 (centres undefined) | -6 | 10 | -3 | 5 | -1
7 | O=C(CCCc1ccccc1)Nc1ccc(S(=O)(=O)N2CCOCC2)cc1 | -3 | 0 | -4 | 8 | 0
8 | C#CCNC(=O)C1=C[C@H](c2ccc(Br)cc2)C[C@H](OCc2ccc(CO)cc2)O1 | 4 | 7 | 7 | 10 | -3
9 | CCc1ccc(S(=O)(=O)/N=C2/C=C(Sc3ncn[nH]3)C(=O)c3ccccc32)cc1 | 83* | 6 | 37* | 50* | 2
10 | CN(CC(=O)Nc1ccc(F)c(F)c1F)C(=O)c1ccc(-n2cncn2)c([N+](=O)[O-])c1 | 9 | -3 | -1 | 3 | -3
11 | CCN1CCN(C(=O)c2cc(-c3ccco3)nc3ccccc23)CC1 | . | 0 | -1 | -1 | 6
12 | C=CCn1c(SCC(=O)NCc2ccccc2)nnc1C1CCCCC1 | -3 | -4 | 1 | 1 | 2

no. | PAFAH1B3 FP inh | PREPL inh | LYPLA2 inh | PAFAH2 FP inh
1 | 9 | 5 | 4 | 8
2 | -4 | 15 | . | 2
3 | -7 | -55 | -3 | 8
4 | 4 | -1 | 9 | 8
5 | 0 | -1 | -2 | -3
6 | -8 | -2 | 5 | 6
7 | 5 | 0 | 19 | 3
8 | -4 | 22 | -2 | -6
9 | 50* | 17 | 40* | 41*
10 | 5 | 16 | 6 | 4
11 | 8 | 16 | 7 | 3
12 | 2 | -2 | -2 | -9

An excerpt from above with just PAFAH1B2 inh:
cpd	Molecule	PAFAH1B2 inh
7	O=C(CCCc1ccccc1)Nc1ccc(S(=O)(=O)N2CCOCC2)cc1	8
8	C#CCNC(=O)C1=C[C@H](c2ccc(Br)cc2)C[C@H](OCc2ccc(CO)cc2)O1	10
9	CCc1ccc(S(=O)(=O)/N=C2/C=C(Sc3ncn[nH]3)C(=O)c3ccccc32)cc1	50*

(more compounds)
no. | SMILES | GSTO1 inh | pPAFAH inh | PAD4 FP inh | PAFAH1B2 inh | LYPLA1 inh
13 | O=C(COC(=O)c1nc(Cl)ccc1Cl)c1ccc[nH]1 | -10 | 6 | 9 | 3 | -2
14 | O=C1CCS/C(=N\N=C\c2ccc(Cl)cc2Cl)N1 | -17 | 5 | 1 | 4 | -1
15 | COc1cc(/C=N/N=C/c2c[nH]c(=O)c(C#N)c2Nc2ccccc2)ccc1O | 3 | 7 | -5 | . | 0
16 | Cc1ccc(Oc2ccccc2/C=N/O)cc1 | 4 | 5 | -1 | -3 | -2
17 | CCCc1nn(C)c(C(=O)Nc2ccc3ccccc3c2)c1Cl | 3 | 4 | 1 | 0 | 0
18 | CC1CCN(C(=O)C(=O)Nc2sc3c(c2C(N)=O)CC(C)(C)OC3)CC1 | 2 | 2 | 2 | 1 | -2
19 | CCC(CC)NC(=O)c1ccc(NS(=O)(=O)c2ccc3[nH]c(=O)[nH]c3c2)cc1 | 18 | -1 | -6 | 1 | 6
20 | CCOc1ccc(CCNC(=O)COC(=O)c2cccc(S(=O)(=O)N3CCOCC3)c2)cc1OCC | -1 | 0 | -3 | -3 | -1
21 | Cc1c(Cl)cccc1NC(=O)c1ccc(-n2ccnc2)nc1 | -6 | -1 | 4 | 5 | 2
22 | CC(=Nc1ccc(C)cc1)c1sc2ccccc2c1O | 15 | 8 | 2 | 1 | 2
23 | CSc1ccc(Cl)c(C(=O)NCCOc2cc(C(C)C)ccc2C)c1 | 5 | 0 | -1 | -3 | -7
24 | Cc1ccc(OCC(=O)NCCNC(=O)COc2ccc(C)cc2)cc1 | 5 | 1 | 2 | 0 | -1

no. | PAFAH1B3 FP inh | PREPL inh | LYPLA2 inh | PAFAH2 FP inh
13 | 0 | -8 | 3 | -1
14 | 11 | -4 | -1 | 8
15 | . | -3 | 5 | .
16 | 4 | -21 | 9 | -3
17 | 11 | 16 | 8 | -4
18 | 0 | -11 | -1 | 3
19 | 5 | 5 | 1 | 8
20 | 0 | -1 | 2 | 9
21 | 5 | 19 | 1 | -3
22 | 15 | 12 | 4 | 4
23 | 4 | 2 | -9 | 0
24 | -4 | -11 | -1 | -15

The listing continues.
no. | SMILES | GSTO1 inh | pPAFAH inh | PAD4 FP inh | PAFAH1B2 inh | LYPLA1 inh
25 | CCn1nccc1C(=O)Nc1ccc(C(=O)OC(C)C)cc1 | -2 | -1 | 3 | -5 | -2
26 | CC(=O)c1ccc(NC(=O)[C@@H]2CCCN2C2=NS(=O)(=O)c3ccccc32)cc1 | . | 0 | 0 | 4 | -1
27 | C=CCC(=O)N1CCCC(CNC(=O)c2ccc(-c3ccccc3)cc2)C1 (centres undefined) | 3 | 5 | -4 | 1 | 0
28 | CCOC(=O)N1CCN(C(=O)c2cc3c(=O)n4ccccc4nc3s2)CC1 | 0 | 6 | 0 | -2 | -3
29 | Cc1ccc(-c2nnc(N)s2)cc1 | 1 | -7 | -4 | -1 | 0
30 | O=C(CCCSc1nc2sc3c(c2c(=O)[nH]1)CCC3)NCCCO | -18 | -1 | 1 | 0 | 0
31 | CCC(CC)C(=O)OCC(=O)Nc1cccc(S(=O)(=O)N(C)c2ccccc2)c1 | -6 | 7 | 3 | . | -7
32 | CC(NC(=O)c1cc2c(s1)CCCC2)C(C)(C)C (centres undefined) | 0 | 3 | -4 | -2 | -2
33 | COc1cc(SC)ccc1C(=O)NC1CCCc2ccccc21 (centres undefined) | 8 | -9 | 7 | 5 | 2
34 | Cc1ccc(/C=C/C(=O)Nc2cc(S(=O)(=O)N3CCOCC3)ccc2N2CCOCC2)cc1 | . | -3 | 6 | 5 | -3
35 | COc1cccc(-c2nc(CS(=O)(=O)CC(=O)NCCc3cc(OC)ccc3OC)c(C)o2)c1 | -2 | 2 | -5 | 1 | -2
36 | CCOCCCNC(=O)COc1ccc(OC)cc1 | 5 | 3 | 0 | 6 | 2

no. | PAFAH1B3 FP inh | PREPL inh | LYPLA2 inh | PAFAH2 FP inh
25 | -1 | 5 | -3 | 1
26 | 5 | -3 | 0 | -1
27 | -2 | 35 | -4 | 0
28 | 7 | 5 | 5 | 1
29 | 5 | -7 | 1 | 6
30 | -5 | 3 | -2 | 2
31 | . | 5 | -5 | .
32 | 4 | 20 | 2 | -1
33 | 4 | 3 | 5 | -11
34 | 10 | 11 | 7 | -3
35 | 1 | -8 | 2 | -4
36 | -3 | 4 | 3 | -13

The results go on.
no. | SMILES | GSTO1 inh | pPAFAH inh | PAD4 FP inh | PAFAH1B2 inh | LYPLA1 inh
37 | Nc1ccc2nc(-c3ccccc3)sc2c1 | 2 | 6 | -5 | 3 | 1
38 | COc1ccc(-c2cc(-c3ccco3)[nH]c(=O)c2C#N)cc1 | 17 | 30* | -10 | 6 | 2
39 | COc1cc2[nH]c(C(=O)N(C)Cc3ccccc3)cc2c(OC)c1OC | 4 | 15 | 1 | 6 | 3
40 | COC(=O)C1=C(N)Oc2cc(C)n(C)c(=O)c2C1c1ccc(Cl)cc1 (centres undefined) | -1 | -1 | -2 | 0 | -2
41 | O=C(CN(Cc1ccc2c(c1)OCO2)C(=O)CNS(=O)(=O)c1ccccc1)NCc1ccco1 | -7 | 5 | 1 | 5 | 0
42 | CN1C(=O)SC(Nc2ccccc2)C1=O (centres undefined) | -1 | -4 | -3 | 2 | 2
43 | CO/N=C/c1ccc(Sc2ccc(C)cc2)c([N+](=O)[O-])c1 | 2 | 2 | -1 | 5 | -3
44 | CN1CCN(S(=O)(=O)c2ccc(NC(=O)c3ccccc3Cl)cc2)CC1 | -6 | -2 | 2 | 7 | 1
45 | CCCCN(Cc1cc2ccccc2[nH]c1=O)S(C)(=O)=O | 2 | 6 | 2 | 5 | 0
46 | COc1ccc([N+](=O)[O-])cc1NC(=O)c1cccs1 | 11 | 3 | -4 | 5 | -2
47 | COc1ccc(OC)c(NC(=S)N2CCC(C(O)(c3ccccc3)c3ccccc3)CC2)c1 | 1 | 6 | 2 | 5 | 5
48 | O=C(CCCn1c(=O)c2ccccc2n(CC(=O)NCc2ccco2)c1=O)NCc1ccco1 | 8 | -9 | -6 | 3 | -1

no. | PAFAH1B3 FP inh | PREPL inh | LYPLA2 inh | PAFAH2 FP inh
37 | 1 | 1 | -4 | -7
38 | 5 | 11 | 7 | 19
39 | 4 | -4 | 1 | 2
40 | 1 | -3 | 0 | -14
41 | 3 | 7 | 4 | 4
42 | -1 | 6 | -3 | 0
43 | -8 | -2 | -3 | -3
44 | -4 | 3 | 2 | 4
45 | 6 | -1 | 3 | 5
46 | 10 | -3 | 0 | 5
47 | 3 | 16 | 0 | -3
48 | -5 | 4 | -5 | 8

(more compounds)
no. | SMILES | GSTO1 inh | pPAFAH inh | PAD4 FP inh | PAFAH1B2 inh | LYPLA1 inh
49 | CNC(=S)NNC(=O)c1ccc(C(C)(C)C)cc1 | 2 | 0 | 0 | 5 | -1
50 | Cc1cc(C)cc(OCC(=O)Nc2ccccc2C(=O)NCc2ccco2)c1 | -9 | 1 | -2 | -2 | -7
51 | CCn1c(N2CCN(CC(=O)c3c(C)n(C)c4ccccc34)CC2)nc2c1c(=O)[nH]c(=O)n2C | -1 | -4 | 10 | 2 | 0
52 | NS(=O)(=O)c1ccc(CCNCc2cc(Br)ccc2OCc2ccccc2F)cc1 | -9 | 5 | -7 | 1 | -1
53 | Cc1cc(OCC(=O)NN2C(=O)c3ccccc3C2=O)ccc1Cl | -1 | 8 | -4 | 4 | -2
54 | COc1ccc(Oc2nccc(OC)c2C#N)cc1 | 10 | -1 | -3 | 3 | -1
55 | O=C(N/N=C/c1cccc([N+](=O)[O-])c1)c1cc2ccccc2o1 | -4 | 2 | -2 | 0 | -2
56 | C=CCNC(=O)c1onc(CSc2ccc(Cl)cc2)c1C(=O)NCC=C | 5 | 0 | 1 | 25* | -7

no. | PAFAH1B3 FP inh | PREPL inh | LYPLA2 inh | PAFAH2 FP inh
49 | 1 | 20 | -15 | -11
50 | -12 | -13 | -7 | -4
51 | 6 | 12 | 5 | -8
52 | 3 | -80 | -6 | -1
53 | 0 | 3 | 2 | -2
54 | 3 | 12 | 5 | 5
55 | -5 | 0 | 3 | -4
56 | -5 | -8 | -5 | -8

Entries of single compounds as entered above. Screens in order: GSTO1 inh	pPAFAH inh	PAD4 FP inh	PAFAH1B2 inh	LYPLA1 inh	PAFAH1B3 FP inh	PREPL inh	LYPLA2 inh	PAFAH2 FP inh
Profile of COc1ccc(Oc2nccc(OC)c2C#N)cc1 → 10	-1	-3	3	-1	3	12	5	5
Profile of C=CCNC(=O)c1onc(CSc2ccc(Cl)cc2)c1C(=O)NCC=C → 5	0	1	25*	-7	-5	-8	-5	-8
Profile of CNC(=S)NNC(=O)c1ccc(C(C)(C)C)cc1 → 2	0	0	5	-1	1	20	-15	-11
